aSyn yeast rescue = qHTS of alpha-syn Inhibitors: NCGC Sytravon Library Screen. Potency, µM (top dose mostly 46.1 µM), without a hit: at the highest dose growth rescue (activation), hits mostly activators. S. cerevisiae alpha-synuclein toxicity rescue, BacTiter-Glo growth, 24 h. hit rate 0.02% among 94,000; active means well fitted activation curve with a large enough effect; further: 0% is about no effect
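Growth restoration measured by BacTiter-Glo luminescence after 24 hr at 30 deg C; alpha-synuclein yeast, raffinose-pregrown to mid-log, were added at OD600=0.02 in galactose medium onto pinned compounds.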
The depositor's hits bear a star; & = joins results of further samples; [ ] = dose if it differs, or a comment. Potency means the concentration at half of the fitted maximal effect.

SMILES	aSyn yeast rescue
O=C(Nc1ccccc1Cl)c1cc[n+]([O-])cc1	-6.4%
CCOc1ccc(NC(=O)c2ccc3c(c2)c(C)c(C)n3Cc2ccc(F)cc2)cc1	-10.0%
Cc1ccccc1NC(=O)C1CCN(S(=O)(=O)c2c(C)noc2/C=C/c2ccco2)CC1	1.6%
Cc1ccc(CN2C(=O)c3oc4ccc(C)cc4c(=O)c3C2c2ccc(O)cc2)cc1 (stereo unspecified)	-5.1%
O=C(N/N=C/c1ccc2ncccc2c1)c1cc(-c2cccs2)nc2ccccc12	1.4%
Cc1ccc(NC(=O)CN2C(=O)COc3ccc(S(=O)(=O)N4CCOCC4)cc32)c(Cl)c1	-0.6%
CC1(C)C=Cc2cc3ccc(=O)oc3cc2O1	9.0%
Cc1ccc2cc(C#N)c(SCC(=O)N3CCCC3)nc2c1	-3.4%
Cc1ccc(C(=O)N/C(=C\c2ccco2)C(=O)N2CCCCC2)cc1	6.8%
Cc1cc(C)cc(Nc2ncnc3onc(-c4ccc(F)cc4)c23)c1	0.9%
CCc1ccccc1Nc1nc2cc(Cl)c(Cl)cc2nc1-n1nc(C)cc1C	-1.5%
CCOc1ccc(C(=O)Nc2c(C(=O)Nc3ccccc3F)oc3ccccc23)cc1OCC	5.6%
O=C(O)CSc1nc2ccc(NC(=O)COc3ccc(Cl)cc3)cc2s1	-6.3%
CCOc1ccccc1NC(=O)c1c(NC(=O)c2cccc(C)c2)sc2c1CCC2	0.8%
CN1/C(=C\C(=O)COC(=O)c2ccc(O)cc2)C(C)(C)c2ccccc21	5.2%
CCCCOC(=O)c1ccc(NC(=O)C2(c3cccs3)CCOCC2)cc1	5.8%
COc1cccc(S(=O)(=O)N(C)C[C@@H]2Oc3cc(C#CCN(C)C)ccc3S(=O)(=O)N([C@H](C)CO)C[C@@H]2C)c1	4.3%
COc1cc(C2CC(=O)Nc3c2c(=O)nc2c(C)cccn32)cc(OC)c1OC (stereo unspecified)	-6.4%
Cc1ccc(S(=O)(=O)N2CCN(S(=O)(=O)N3CCC(C)CC3)CC2)c(C)c1	-11.2%
CCc1c(C)c2cc3c(c(C)c2oc1=O)OCN(CCc1ccccc1F)C3	-6.0%
CCc1ccccc1NC(=O)Cn1c(=O)ccc2cc(S(=O)(=O)N3CCCC3)ccc21	-1.0%
COc1ccc(NC(=O)c2oc3ccccc3c2NC(=O)c2cc(=O)c3cc(Cl)ccc3o2)cc1	8.9%
Cc1ccc(NC(=O)/C(C#N)=C/c2ccc(-c3ccc(Cl)c(C(=O)O)c3)o2)cc1C	-5.4%
COc1ccc(NC(=O)c2ccc3c(SCC(=O)O)c4c(nc3c2)CCCC4)cc1OC	0.9%
CN(CC(=O)Nc1ccc(N2CCOCC2)cc1)C(=O)c1cc(F)c(F)cc1Cl	-1.3%
CCOc1ccccc1CNC(=O)CSc1nnc(C)c2c(C)n(-c3ccccc3)nc12	-1.5%
COc1cc(OC)c(N(C)C(=O)c2sc3nc4n(c(=O)c3c2C)CCCC4)cc1Cl	-6.7%
CN1CCc2c(sc(NC(=O)Cc3ccccc3)c2C(N)=O)C1	-1.9%
CCN1C(c2ccc(F)cc2)=CS/C1=C(/C#N)c1nnc2n1-c1ccccc1SC2	0.7%
O=C(CSc1nccn1Cc1ccco1)Nc1ccc(OC(F)(F)F)cc1	-9.1%
Oc1c(C(c2cccc(F)c2)N2CCN(Cc3ccccc3)CC2)sc2ncnn12 (stereo unspecified)	-3.3%
O=C1c2cc3c(cc2CCC1c1ccc2c(c1)OCO2)OCO3 (stereo unspecified)	-1.2%
Cc1cc(/C=C(\C#N)C(=O)OCC(=O)N(C)c2c(N)n(Cc3ccccc3)c(=O)[nH]c2=O)c(C)n1CC(C)C	-30.2%[inhibitor]
COc1ccc(NC(=O)CNC(=O)Cn2c(C)cc3ccccc3c2=O)cc1OC	-4.6%&-1.0%
Cc1cccc(N2CCN(c3ccc(NC(=O)/C=C\C(=O)O)cc3)CC2)c1	3.1%
Cc1cccc(NC(=O)C(=O)C2C(=O)Nc3ccccc32)c1 (stereo unspecified)	1.9%
COc1ccc(C)cc1NS(=O)(=O)c1ccc(-c2cnc(C3CC3)o2)cc1	-11.9%
Cc1ccccc1C1=CCN(c2ncc(NC(=O)c3ccc(Cl)cc3)cc2C(=O)O)CC1	0.6%
Cc1ccc(OCC(=O)Nc2cccc3ccc(C)nc23)c(C)c1	-4.9%
CC(OC(=O)c1nc(Cl)ccc1Cl)C(=O)Nc1ccccc1F (stereo unspecified)	-1.8%
Cc1c2cnn(CC(=O)NCCc3ccccc3)c(=O)c2c(C)n1Cc1ccccc1Cl	6.9%
CSc1nc2ccc(NC(=O)c3ccccn3)cc2s1	-16.8%
Cc1noc(C)c1C(=O)N1CCN(c2cccc(Cl)c2)CC1	3.5%
O=C(O)COc1ccccc1/C=N/NC(=O)COc1ccc(-c2ccccc2)cc1	-3.5%
COc1cc(NC(=O)C2CC(c3ccccc3O)=NO2)cc(OC)c1OC (stereo unspecified)	0.9%
CC(C)NC(=O)C(c1ccccc1)N1Cc2ccccc2C1=O (stereo unspecified)	-0.3%
Cc1c(N=NC2=C(O)CCCC2=O)c(=O)n(-c2ccccc2)n1C	-4.0%
COC(=O)c1ccc(Cl)cc1NC(=O)Nc1nnc(N(C)C2CCCCC2)s1	3.5%
COc1ccccc1N1CCN(c2ccc3c(c2)S(=O)(=O)c2cccc(C(=O)NCc4ccc(F)cc4)c2C3=O)CC1	-4.5%
Cc1cccc(N2CCN(c3ccc(C(=O)O)cc3NC(=O)c3cccc(Cl)c3)CC2C)c1 (stereo unspecified)	-83.4%[inhibitor]
COc1cccc(CNC(=O)c2sc3nc(C)cc(C)c3c2-n2cccc2)c1OC	-2.0%
Cc1nnc(NC(=O)C(=O)c2cc(C)n(-c3ccc(C)c(C)c3)c2C)s1	-6.8%
Cc1cccc(C2c3[nH]c4ccccc4c3CCN2C(=O)Cc2nc(-c3ccccc3)n[nH]2)n1 (stereo unspecified)	0.3%
COc1ccc(CNC(=O)C(CC(C)C)N2Cc3ccccc3C2=O)cc1 (stereo unspecified)	-9.1%
CC1CC1C(=O)Nc1ccc(S(=O)(=O)N2CCCCC2)cc1 (stereo unspecified)	15.3%
CC(NCc1ccccc1OC1CCCC1)c1ccccc1 (stereo unspecified)	4.1%
Cc1c(Cl)cccc1-n1nnc(-c2nc(-c3ccc4c(c3)OCO4)no2)c1C	3.7%
CCN(CC)CCNC(=O)c1cn(CC)c2ccc(S(=O)(=O)N(C)C3CCCCC3)cc2c1=O	11.6%
COc1ccc(NC(=O)COC(=O)c2ccc3c(c2)OCCO3)cc1	3.8%
COc1ccccc1NC(=O)c1cc2c(=O)oc3ccc(C)cc3c2s1	-1.6%

More records:
SMILES	aSyn yeast rescue
COc1ccc(OC)c(/C=C(\C#N)c2nc(-c3ccc(F)cc3)cs2)c1	2.0%
CC1CC(C)(C)C2=NCCN21 (stereo unspecified)	-4.1%
O=S(=O)(c1ccc(Br)cc1)N1CCOC12CCCCC2	13.6%
CC(C)c1ccc(S(=O)(=O)c2nnn3c2nc(N2CCCC2)c2sccc23)cc1	-2.0%
C[C@@H]1CN([C@H](C)CO)C(=O)CCCn2nncc2CO[C@H]1CN(C)C(=O)c1ccccc1	-9.3%
CCn1c(SCC(=O)Nc2ccc(C)c(C)c2)nnc1-c1nonc1NC(C)=O	-4.6%
CN(C(=O)COC(=O)c1ccc(S(=O)(=O)N2CCCC2)cc1)c1ccccc1	0.6%
COc1ccc(NC(=O)c2c(C)oc3ccc(O)c(CN4CCCCCC4)c23)cc1Cl	-0.1%
COc1ccc2c(c1)Cc1sc(NC(=O)c3ccccc3Br)nc1-2	-20.8%
COc1ccccc1NC(=O)c1cc(S(=O)(=O)N2CCN(c3ccccc3Cl)CC2)ccc1F	5.8%
COc1ccc(CCNCC(=O)Nc2c(C)cc(C)cc2C)cc1OC	0.5%
Cn1nc(NC(=O)C(F)(F)F)c2ncc(-c3ccc(Cl)cc3)nc21	4.7%
COc1ccc(N2CC(C(=O)NCc3ccco3)CC2=O)cc1 (stereo unspecified)	-2.1%
COc1ccccc1C(=O)Nc1ccc2oc(-c3cccc(Cl)c3Cl)nc2c1	-10.7%
CCC(=O)N1c2ccccc2CC1C(=O)NCCCN1CCN(c2ccc(OC)cc2)CC1 (stereo unspecified)	-2.8%
O=C(NCc1ccc(Cl)cc1)C1CCC(CNS(=O)(=O)c2ccccc2)CC1 (stereo unspecified)	-16.0%
COc1cccc(NC(=O)n2nc(N)cc2-c2ccc(Cl)cc2)c1	6.5%
CCOc1ccc(Nc2nc(NCc3ccco3)nc(N)c2[N+](=O)[O-])cc1	-7.2%
Cc1nn(C(=O)/C(C#N)=C/N(C)C)c(C)c1C	-6.6%
COc1ccc(C2C(C(=O)c3ccco3)=C(O)C(=O)N2CCN2CCOCC2)c(OC)c1 (stereo unspecified)	-2.0%

Structures above with bromine, in the order listed:
SMILES	aSyn yeast rescue
O=S(=O)(c1ccc(Br)cc1)N1CCOC12CCCCC2	13.6%
COc1ccc2c(c1)Cc1sc(NC(=O)c3ccccc3Br)nc1-2	-20.8%

4 compounds out of the list, arranged by molar mass, largest number first:
SMILES	aSyn yeast rescue
COc1ccccc1NC(=O)c1cc(S(=O)(=O)N2CCN(c3ccccc3Cl)CC2)ccc1F	5.8%
O=C(NCc1ccc(Cl)cc1)C1CCC(CNS(=O)(=O)c2ccccc2)CC1 (stereo unspecified)	-16.0%
COc1ccc(CCNCC(=O)Nc2c(C)cc(C)cc2C)cc1OC	0.5%
Cc1nn(C(=O)/C(C#N)=C/N(C)C)c(C)c1C	-6.6%

A different layout for some results above.
O=S(=O)(c1ccc(Br)cc1)N1CCOC12CCCCC2
- aSyn yeast rescue: 13.6%
CC(C)c1ccc(S(=O)(=O)c2nnn3c2nc(N2CCCC2)c2sccc23)cc1
- aSyn yeast rescue: -2.0%
C[C@@H]1CN([C@H](C)CO)C(=O)CCCn2nncc2CO[C@H]1CN(C)C(=O)c1ccccc1
- aSyn yeast rescue: -9.3%
CCn1c(SCC(=O)Nc2ccc(C)c(C)c2)nnc1-c1nonc1NC(C)=O
- aSyn yeast rescue: -4.6%

A few values from the entries so far.
O=C(O)CSc1nc2ccc(NC(=O)COc3ccc(Cl)cc3)cc2s1 in aSyn yeast rescue → -6.3%
CCOc1ccc(Nc2nc(NCc3ccco3)nc(N)c2[N+](=O)[O-])cc1 in aSyn yeast rescue → -7.2%

More records:
SMILES	aSyn yeast rescue
O=C1C(=Cc2ccccc2O)SC(=S)N1CCCN1CCOCC1	-2.7%
CCCn1c(C)cc(C(=O)COC(=O)c2cc(=O)[nH]c3ccccc23)c1C	-6.0%
CCCNC(=O)c1cc(SC)ccc1Cl	-5.5%
CC(NC(=O)c1sc2ccccc2c1Cl)C1CCCO1 (stereo unspecified)	-21.3%
C[C@@H]1CN([C@@H](C)CO)C(=O)CCCn2cc(nn2)CO[C@H]1CN(C)S(=O)(=O)c1ccc(-n2cccn2)cc1	2.5%
COc1ccccc1N1CCN(S(=O)(=O)CCNC(=O)COc2ccccc2F)CC1	-5.3%
CCOC(=O)c1cc(C#N)c(SCC(N)=O)[nH]c1=O	5.6%
Cc1ccc(NS(=O)(=O)c2ccc3[nH]c(=O)oc3c2)c(C)c1	-1.3%
CCC(Sc1nncn1C)C(=O)Nc1nnc(-c2ccc(Cl)cc2)s1 (stereo unspecified)	3.6%
O=C(CCC(=O)Nc1ccc(Br)cc1)N/N=C/c1ccccc1O	-10.2%
CN(Cc1ccccc1)C(=O)c1cccc(NC(=O)c2nsc3ccccc23)c1	-17.5%
O=C(NC1=NCCS1)c1cc(-c2cccs2)nc2ccccc12	-27.6%
N#Cc1ccc(S(=O)(=O)N2CCN(CN3C(=O)CC4(CCCC4)C3=O)CC2)cc1	-13.6%
CCc1ccc(-c2nc(SCC(=O)N(C)C3CCS(=O)(=O)C3)n[nH]2)cc1 (stereo unspecified)	5.8%
Cc1ccc(N(CC(=O)NCCc2ccccc2)S(=O)(=O)N(C)C)cc1	-0.4%
COc1ccc(-c2cc(C)no2)cc1S(=O)(=O)NCc1ccc(OC(C)C)cc1	3.8%
Cn1c(Cn2c(=O)sc3ccccc32)nnc1SCC(=O)Nc1cccc(Cl)c1	-2.6%
COc1ccc(NC(=O)Cn2c(=O)oc3cc(S(=O)(=O)N4CCCCCC4)ccc32)cc1OC	-1.6%
CC1=CC2=NC(=O)CC(C)(C(=O)N(CC(=O)NC3CCCC3)Cc3ccccc3)N2C=C1 (stereo unspecified)	16.8%
O=C(COC(=O)CCC(=O)c1cccs1)NC(=O)c1ccc(OC(F)F)cc1	8.2%
Cc1cc2cc(CNC(=O)c3ccc(Br)o3)ccc2n1C	8.2%
CN(C(=O)CN(C)S(=O)(=O)c1ccc(F)cc1)c1c(N)n(Cc2ccccc2)c(=O)[nH]c1=O	4.7%
CC(=O)N1CCc2cc(S(=O)(=O)CCC(=O)N3CCN(c4ccccc4F)CC3)ccc21	3.7%
CC1CCN(c2nc3c(S(=O)(=O)c4cccc(Cl)c4)nnn3c3ccsc23)CC1	3.3%
COc1ccc(-c2noc(-c3ccc(N4CCN(c5ccccc5OC)CC4)c([N+](=O)[O-])c3)n2)cc1	-0.2%
CCn1cc(S(=O)(=O)c2cc(C)cc(C)c2)c(=O)c2cc(F)c(N3CCOCC3)cc21	4.2%
COc1cc2nc(NC(=O)c3ccco3)sc(=O)c2cc1OC	-2.2%
Cn1c(Cn2c(=O)sc3ccccc32)nnc1SCC(=O)Nc1cccc(F)c1	-40.5%[inhibitor]
O=c1cc(-c2ccccc2)nc(SCc2nc(-c3ccccc3Cl)no2)[nH]1	-5.9%
O=C(NCc1nc(-c2ccccc2)no1)c1ccco1	-3.8%
COc1ccc([N+](=O)[O-])cc1NC(=O)CCSCCc1ccccn1	6.7%
O=C1Nc2ccccc2C1(O)C/C(=N/O)c1ccccc1 (stereo unspecified)	5.1%
CCCCCCSc1nnc2c(n1)OC(C)Nc1ccc(Br)cc1-2 (stereo unspecified)	-0.6%

From PubChem

An excerpt; the hit share may differ from the screen's.
